# High-throughput results deposited in PubChem BioAssay by University of Kansas High Throughput Screening Laboratory.
# Pf apPOL block: Pf-apPOL DNA polymerase inhibition. Recombinant Pf-apPOL, molecular beacon fluorescence, 1.5 h. inhibition, % at 10 µM. 210,000 tested, 0.25% active. AID 1794808
# mHTT CaM bind: mHTT-calmodulin interaction abrogation. P42858. AlphaScreen His-mHTT/GST-CaM binding, luminescence. inhibition, % at 15 µM. 190,000 tested, 3.6% active;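 further: 0% = both proteins with DMSO and 100% = one protein alone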
# Numbers without * were called inactive; i = inactive; nt = not tested or not shown; & = joins results of further samples. No stated cut-off is given here; in the data, active means inhibition above about 50%; inactive means the rest. This is a subset; the hit share may differ from the screen's.
no.	smiles	Pf apPOL block	mHTT CaM bind
1	COc1cccc(OCCCOc2cccc(C=O)c2)c1	16.1	-89.9
2	CCC(C(=O)Nc1ccncc1)c1ccccc1 (centres undefined)	-2.2	-4.0
3	Cc1cccc(NS(=O)(=O)c2cc3n(c2)CCCNC3=O)c1	3.4	-1.8
4	COc1cc(/C=C2/C(=O)N(c3ccc(Cl)c(Cl)c3)N=C2C)ccc1O	-1.6	79.0*
5	CC1CCN(c2ccc(N3CCC(C(=O)N4CCN(c5ccccn5)CC4)CC3)nn2)CC1	0.6	16.2
6	O=C(NN=Cc1ccccc1)C(=Cc1ccccc1)NC(=O)c1ccccc1	-20.9	nt
7	COc1ccc(OC)c(NC(=O)CCN2CCN(Cc3ccccc3)CC2)c1	-10.5	13.1
8	O=C(O)C(CCCCN1C(=O)c2ccccc2C1=O)N1C(=O)c2ccccc2C1=O (centres undefined)	3.0	5.0
9	Cc1cccc(-c2nc(NCCO)c3ccccc3n2)c1	-5.0	-16.0
10	COc1ccc(/C=N/OCc2nc3c4c5c(sc4ncn3n2)CCCC5)cc1	11.8	i
11	CCCCCCCC1CC(C(C)(C)C)CC/C1=N\NC(N)=O (centres undefined)	nt	i
12	COc1ccc(N(CC(=O)NC2CCCCC2)S(=O)(=O)c2ccc(C)c([N+](=O)[O-])c2)cc1	-2.6	-1.6
13	CCc1cccc(C)c1NC(=O)CSc1nnc(-c2ccc(C)cc2)n1C	0.3	-1.3
14	COc1ccc(N2C(=O)C3CCCN3C2c2cccc(Cl)c2)cc1 (centres undefined)	6.6	3.0
15	Cc1ccc(-c2ccc(C(=O)Nc3cc(F)cc(F)c3)cn2)cc1	1.9	-12.5
16	COc1cc(/C=C2\C(=O)NN(c3ccccc3)C2=O)ccc1OCC#N	1.4	9.0
17	COc1ccc(-n2nc(C(=O)NCC(=O)N3CC(C)CC(C)C3)c3ccccc3c2=O)cc1OC (centres undefined)	-4.1	38.0
18	Cc1cc(NC(=O)CSc2nc(N)cc(N)n2)no1	5.8&1.8	-18.2&2.2
19	COc1cccc(C2=NN(C(=O)CN(C)C(C)=O)C(c3ccc(F)cc3)C2)c1 (centres undefined)	-2.4	17.0
20	Cc1cc(C)n(-c2ccc(N3CCCC(C(=O)Nc4cccc5nsnc45)C3)nn2)n1 (centres undefined)	-5.7	-9.4
21	COc1ccc(Cl)cc1S(=O)(=O)N1CCC(c2nc3ccncc3n2CC(C)C)C1 (centres undefined)	-5.7	8.8
22	O=C1OC(c2ccc(F)cc2)=N/C1=C\c1ccco1	2.5	10.0
23	COc1cccc(N2CC(NC(=O)N3CCN(c4ccc([N+](=O)[O-])cc4)CC3)CC2=O)c1 (centres undefined)	-2.8	27.4
24	CC(=O)c1ccc(-c2c(CCO)sc3ccccc23)cc1	-2.3	1.6
25	CSc1cccc(NC(=O)Cn2ccc3c(=O)[nH]ccc32)c1	18.6	1.3
26	COc1cc(NS(=O)(=O)c2ccc(NC(=O)c3cccc(F)c3)cc2)ncn1	2.0	6.0
27	COc1ccc(C2=NOC(C(=O)Nc3cc(Br)ccc3O)C2)cc1OC (centres undefined)	-1.8	39.0
28	O=C(Nc1nc(-c2ccc(F)cc2)cs1)C1CCCO1 (centres undefined)	-0.2	-9.2
29	CCC(C)NC(=O)C1CCN(C(=O)c2cccnc2-c2ccccc2C)CC1 (centres undefined)	-2.0	-11.1
30	Cc1ccc(S(=O)(=O)N2CCC(N3CCCCCC3)CC2)cc1	-25.3	-0.4
31	CCCOC(=O)C1C2C=CC3(CN(c4ccc(C)cc4)C(=O)C13)O2 (centres undefined)	-1.0	-8.8
32	O=C(Nc1c2c(nn1-c1ccc(Cl)cc1)CS(=O)(=O)C2)c1ccccc1[N+](=O)[O-]	-4.6	4.0
33	O=C(Nc1ccc2c(c1)OCO2)N1CCN(c2ccc3nnc(C4CC4)n3n2)CC1	-3.8	8.4
34	O=C1C2C3C=CC(C4CC34)C2C(=O)N1c1ccccc1F (centres undefined)	1.4	-1.0
35	CCN(c1ccc(F)cc1)S(=O)(=O)c1ccc2[nH]cc(C(=O)NC3CCCC3)c(=O)c2c1	-14.5	5.0
36	COc1ccc(S(=O)(=O)N2Cc3ccccc3CC2C(=O)Nc2ccc(C)cc2C)cc1 (centres undefined)	-1.9	-1.7
37	Cc1ccc(C(CNC(=O)c2ccccc2Br)N2CCN(C)CC2)cc1 (centres undefined)	-3.3	-6.1
38	Cc1ccc(-c2nc(C(=O)Nc3cccc(Cl)c3)cs2)n1C	-5.6	30.1
39	COc1ccc2nc(N3CCCC(C(=O)NCCCN4CCCCC4C)C3)sc2c1 (centres undefined)	-7.8	6.0
40	Nc1ccccc1Sc1ccc(C(=O)c2ccccc2C(=O)O)cc1[N+](=O)[O-]	11.3&-0.3	nt
41	COc1cc(O)c(C(CCN2CCOCC2)c2ccc3c(c2)OCO3)c(OC)c1 (centres undefined)	-6.6	24.1
42	CS(=O)(=O)N(CC(=O)Nc1cccc(Br)c1)c1ccc(F)cc1	-10.6	-7.6
43	COCCn1c(CC2CCN(S(=O)(=O)c3ccc4c(c3)CCC4)C2)nc2cccnc21 (centres undefined)	7.2	15.3
44	O=C(Nc1nc2ccccc2n1CCN1CCOCC1)c1ccccc1	-0.8	39.4
45	O=C1C2C3C=CC(CC3)C2C(=O)N1c1cccc(C(F)(F)F)c1 (centres undefined)	-0.1	-1.0
46	COCCCNC(=O)N1CCCn2nc(-c3cccc(OC)c3)cc2C1	-2.6	10.1
47	Cc1ccc(Nc2cc(N3CCC(C(=O)N4CCN(C)CC4)CC3)ncn2)cc1	-5.6	8.8
48	CC(=O)N1CCc2cc(S(=O)(=O)NCc3ccccn3)ccc21	-1.2	4.0
49	CCc1ccc2ncc(C#N)c(N3CCC(C(=O)N4CCOCC4)CC3)c2c1	-5.1	5.3
50	CC12CC(NC(=O)N1c1ccccc1)c1cc([N+](=O)[O-])ccc1O2 (centres undefined)	-1.7	9.0
51	CCC(C(=O)Nc1nc2ccc(S(C)(=O)=O)cc2s1)c1ccccc1 (centres undefined)	0.1	20.0
52	CC(=O)N1CCc2cc(N3CC(C(=O)Nc4ccccc4C(F)(F)F)CC3=O)ccc21 (centres undefined)	-4.4	3.9
53	O=c1nc2n(-c3cccc(F)c3)c3ccc([N+](=O)[O-])cc3cc-2c(=O)[nH]1	10.0	8.0
54	Cc1ccc(C(O)=C2C(=O)C(=O)N(Cc3cccnc3)C2c2ccc(N(C)C)cc2)cc1 (centres undefined)	-15.2	3.8
55	COc1cc(C(=O)Nc2nc(C(C)(C)C)cs2)cc(OC)c1OC	-0.6	19.7
56	CSc1nc2ccc(NS(=O)(=O)c3ccc([N+](=O)[O-])cc3)cc2s1	2.4&-6.9	nt
57	CN(C)c1ncncc1N1CCC(C(=O)NCc2ccccc2C(F)(F)F)CC1	0.2	12.3
58	COc1ccc(NC(=O)CN2CCC(C(=O)NCCn3ncccc3=O)CC2)cc1OC	1.5	0.5
59	CCOc1ccc(S(=O)(=O)NCC(C)(O)c2ccc3c(c2)OCO3)cc1F (centres undefined)	-10.7	-14.2
60	COc1ccccc1N1CCN(CCNS(C)(=O)=O)CC1	-3.8	-3.9

# More results.
no.	smiles	Pf apPOL block	mHTT CaM bind
61	O=C1CC2CS(=O)(=O)CC2N1c1cccc(C(F)(F)F)c1 (centres undefined)	-2.0	-6.0
62	COc1ccc(C(=O)N2CCc3c(c(-c4nc(-c5ccc(F)cc5)no4)nn3C)C2)c(C)c1	-3.3	2.0
63	COc1ccc(-c2nc(C(=O)N(C)Cc3ccccc3)cs2)cc1	-3.8	-8.5
64	CCCCOc1cccc(C(=O)Nc2ccccc2I)c1	-6.7	-20.7
65	Cc1nc2c(C(=O)NCc3ccc(F)cc3)cnn2c(C)c1Cc1c(F)cccc1Cl	-12.5	33.0
66	CC(=O)Nc1ccc(C(=O)N2CC3CN(S(=O)(=O)c4cccc(C)c4)CC(C2)O3)cc1	-4.2	3.6
67	CCOc1cc(C(=O)N2CCSCC2)nc2c(OC)cccc12	1.2	-6.7
68	CC(C)OC(=O)c1cccc2c1C(=O)c1ccccc1-2	-14.1	nt
69	O=c1c2c(n3nnnc3n1-c1ccccc1)-c1ccccc1CC21CCCCC1	7.6	-1.7
70	Cc1nc2ccccc2c(=O)n1CC1CCCO1 (centres undefined)	-2.8	-4.4
71	Cc1c(C(=O)N(C)Cc2ccccc2)oc2ccc(S(=O)(=O)N3CCCCC3)cc12	-4.4	4.0
72	COc1ccc(OC)c(NC(=O)CN(c2ccc(C(C)C)cc2)S(C)(=O)=O)c1	-1.5	22.5
73	Cc1nc2cc(N3CCC(C(=O)Nc4cccc(Cl)c4)CC3)cnc2nc1C	6.6	36.9
74	C=CCOc1ccc(C(C2=C(O)CC(C)(C)CC2=O)C2C(=O)CC(C)(C)CC2=O)cc1OC (centres undefined)	-0.5	9.0
75	Cc1cc(C)nc(NS(=O)(=O)c2ccc(NC(=O)c3ccc([N+](=O)[O-])cc3)cc2)n1	-1.1	4.0
76	Cc1ccccc1-n1c(N)c(C#N)c2nc3ccccc3nc21	-2.8	-7.0
77	O=C(NCCCN1CCCCC1)C1CCCN(c2ccncc2)C1 (centres undefined)	-4.8	-0.9
78	COc1cc2oc(=O)cc(CN3CCCC3)c2cc1Cl	5.4	7.5
79	NC(=O)CCOC1CCN(C(c2ccccc2)c2ccccc2)CC1	-0.4	nt
80	Cc1ccc2nc(C)cc(C(=O)NC(C)C)c2c1	-3.0	-2.3
81	O=C(CSc1cn(CCNC(=O)c2ccc(F)cc2)c2ccccc12)Nc1ccccc1	-2.1	11.0
82	CCCCCCCCCc1ccc(-c2cnc(CCCCCC)nc2)cc1	-3.6	nt
83	O=C(COc1ccccc1)Nc1nc2ccccc2s1	-4.7	-8.3
84	CC(=O)N1CCc2cc(Br)cc(S(=O)(=O)CCC(=O)Nc3cccc(C)c3)c21	0.3	6.0
85	CCOc1ccc(C(=O)N2CCCC(C)(C(=O)NCc3ccccc3)C2)cc1 (centres undefined)	7.5	-11.2
86	CCN(CC)c1ncc2c(n1)CCC(C(=O)NC(C)c1ccco1)C2 (centres undefined)	0.3	6.0
87	CCOC(=O)N1CCC(NC=C(C#N)S(=O)(=O)c2cccnc2)CC1	2.7	nt
88	OC1(C(F)(F)F)CC(c2ccc3c(c2)Nc2ccccc2S3)=NN1 (centres undefined)	-3.9	nt
89	CN(Cc1ccccc1)C(=O)C1c2ccccc2C(=O)N(C)C1c1cccs1 (centres undefined)	-6.0	1.0
90	CC1C(=O)N(Cc2cn(CCC3OCCO3)nn2)CCS(=O)(=O)N1Cc1ccc(-c2cccc(N(C)C)c2)cc1 (centres undefined)	-5.8	44.7
91	O=C(c1ccc(Br)o1)N1CCN=C1SCc1ccccc1	-0.4	1.0
92	CCN1c2ccccc2C(=O)NC12CCN(C(=O)c1ccc(Cl)cc1)CC2	-6.4	-6.4
93	O=S(=O)(c1cccc(F)c1)N1CCC(c2noc(-c3ccc(Cl)cc3)n2)CC1	-12.9	4.9
94	CCOC(=O)c1cc(CO)cc(C(=O)OCC)c1	7.1	nt
95	CCCn1c(=O)c(N2CCC(NC(=O)NC(C)C)CC2)nc2ccccc21	-0.3	0.0
96	O=S(=O)(Nc1cc(Cl)c(O)c(Br)c1)c1ccc(Cl)cc1	-3.3	1.5
97	Oc1c(Cl)cc(Cl)cc1C=Nc1ccc2oc(-c3ccncc3)nc2c1	-6.0	2.0
98	COc1ccc(S(=O)(=O)N2CCN(S(=O)(=O)c3ccccc3)CC2)cc1	-1.4	-2.5
99	COc1ccc(N2CCN(C(=O)c3ccc(F)cc3)C(C)C2=O)cc1 (centres undefined)	1.2	-8.3
100	Cc1ccc(S(=O)(=O)N2CCC(c3nc4ccncc4n3C(C)C)C2)cc1Cl (centres undefined)	-11.9	8.7
101	CC(C)(C)c1ccc(-c2n[nH]c(=S)n2Cc2ccco2)cc1	-0.1	nt
102	CCOc1ccccc1CNC(=O)C1CCN(c2cc(C(=O)N3CCCC3)ccn2)CC1	-1.5	15.3
103	CC(=O)Nc1ccccc1NC(=O)CCc1ccccc1	-5.1	-6.4
104	CCCN1CCN(CCCNC(=O)C2CCN(c3nccc(C)n3)CC2)CC1	4.5	-2.6
105	O=C1OC(c2ccc(Cl)cc2)=N/C1=C\c1ccc(F)cc1	-1.2	2.0
106	Cc1ccc(C2=NN(C(=O)C3CCCO3)C(c3ccccc3F)C2)cc1 (centres undefined)	-5.6	-3.8
107	O=C(c1ccc(F)cc1)N1CCC(Oc2ccccc2)CC1	-0.6	-5.2
108	Cc1noc(C2CN(C(=O)C3CC3)CC23CCN(C)CC3)n1 (centres undefined)	-4.7	1.0
109	COc1ccc(N2CC(c3nnc(NC(=O)c4ccco4)o3)CC2=O)cc1 (centres undefined)	0.6	12.9
110	CSCCC(C)(O)CNC(=O)c1cccc(Br)c1 (centres undefined)	-4.2	-0.7
111	Cc1nc(-c2ccc3c(c2)CCO3)sc1C(=O)NC1CCS(=O)(=O)C1 (centres undefined)	-3.2	nt
112	COc1ccc(CN2CCN(c3c([N+](=O)[O-])c(=O)n(C)c4ccccc34)CC2)cc1F	-2.6	4.9
113	CC(C)(C)n1nc2c(c1NC(=O)c1cc(Cl)ccc1Cl)CS(=O)(=O)C2	-2.4	-2.0
114	CCCCCc1ccc(C(N)=NO)cc1	-2.1	nt
115	CC(C)c1ccc(CNc2ccc3c(c2)ncn3C)cc1	0.4	39.0
116	COc1cc(C(CC(=O)N2CCCC2)c2c(OC)cc(OC)c3c(-c4ccccc4)cc(=O)oc23)cc(OC)c1OC (centres undefined)	2.9	52.3*

# Compound profiles, as listed above:
# `Cc1nc(-c2ccc3c(c2)CCO3)sc1C(=O)NC1CCS(=O)(=O)C1` (centres undefined) is listed with Pf apPOL block: -3.2; mHTT CaM bind: nt
# `CC(C)c1ccc(CNc2ccc3c(c2)ncn3C)cc1` is listed with Pf apPOL block: 0.4; mHTT CaM bind: 39.0
